# UDG counter = UDG inhibition counter-screen; FRET deamination/UDG coupled assay, UDG read, 4 h; Potency, µM (doses to about 115 µM), for the others: top-dose activity change, negative = inhibition, hits mostly inhibitors; 91,000 tested, 0.14% active; AID 1347430; note: nearly all actives have a fitted effect of over 65% in size
# AID inh = inhibitors of human activation induced cytidine deaminase. AID deamination FRET fluorescence, UDG-coupled, 4 h. Potency, µM (doses to about 115 µM), without a hit: at the top dose activity change, negative = inhibition, most hits filed as inhibitors. 91,000 tested, 0.32% active; note: nearly all actives have a fitted effect of over 25% in size
# Target sequence (Q9GZX7 whole entry, looked up): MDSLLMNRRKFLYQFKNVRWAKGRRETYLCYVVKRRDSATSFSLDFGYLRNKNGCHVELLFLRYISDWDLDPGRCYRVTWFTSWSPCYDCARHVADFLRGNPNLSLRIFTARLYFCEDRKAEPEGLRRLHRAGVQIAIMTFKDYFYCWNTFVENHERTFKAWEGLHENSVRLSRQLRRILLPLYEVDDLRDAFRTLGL
# The depositor's hits bear a star; ? = inconclusive; & = joins results of further samples; [ ] = remark or other dose. Calls come from the whole dose curve; as a rule, active = well fitted curve in the direction sought with a large enough effect; inconclusive = small, poorly fitted or top-dose-only effect, or another doubt; inactive = no such curve, though single readings can be large; an effect the other way counts as inactive or inconclusive. % is set by controls: 0 for no effect and ±100 for the full control effect; potency is the fitted concentration of half-maximal effect. Not all compounds are listed, so the mix of outcomes need not match the whole.
SMILES,UDG counter,AID inh
CC(=O)c1cccc(Nc2cc(C)nc3nc(Cc4ccccc4)nn23)c1,8%,-26%
Cc1ccc(OC(=O)c2cccc(C(=O)Oc3ccc(C)c(C)c3)c2)cc1C,7%,5%
COc1cc(/C=C(/C#N)C(=O)NC2CC2)ccc1O,4%,2%
COC(=O)c1ccc(Oc2coc3cc(OCc4ccc(Cl)cc4)ccc3c2=O)cc1,-5%,-2%
COc1ccc(OC)c2sc(N(Cc3cccnc3)C(=O)c3ccco3)nc12,-4%,?
CC(=O)OC1C2COC(O2)C(OC(C)=O)C1OC(C)=O (stereo not drawn),1%,0%
COc1cccc2cc(C(=O)NCc3ccccc3)c(=O)oc12,-17%,-12%
CC(C)CNC(=O)c1cc(-c2ccc(Cl)c(Cl)c2)on1,0%,1%
Cc1ccc(C(=O)NNC(=S)NC(=O)c2ccc(C(C)(C)C)cc2)cc1,0%,-20%
Nc1ccc(C(=O)NNC(=S)Nc2ccccc2)cc1,7%,-8%
O=C(NCCOc1ccc2ccccc2c1)c1cnc2ccccc2n1,-4%,8%
CCOC(=O)c1cc2c(=O)n3ccccc3nc2n(CC2CCCO2)c1=NC(=O)c1ccccc1OCC (stereo not drawn),-7%,-14%
COc1ccc(/C=C/c2nc(C#N)c(N3CCN(c4ccccc4)CC3)o2)cc1OC,-6%,-10%
CCOC(=O)c1ccccc1NC(=O)Cn1ncc2c1-c1ccccc1OC2,?,16%
COc1cccc(C(=O)c2sc(Nc3ccc(F)c(Cl)c3)nc2N)c1,-14%[57.5 µM],0%[57.5 µM]
O=C(O)c1cc(-c2ccc3c(c2)OCO3)nc2ccc(Br)cc12,15%,2%
Cc1ccc(N2C(=O)c3n[nH]c(C)c3C2c2ccc(C(C)C)cc2)cc1 (stereo not drawn),-7%,14%
COc1ccc(C(=O)NCC(c2ccc3c(c2)OCO3)N2CCN(C)CC2)cc1 (stereo not drawn),10%,6%
CCOc1ccc(NC(=O)c2cnn3c2NC(C)=C(C(=O)Nc2ccc(Cl)cc2)C3c2ccc(OC)c(OC)c2)cc1 (stereo not drawn),10%,32%[activator]
CC(C)(C)C(=O)Nc1cccc(C(=O)Oc2ccccc2C#N)c1,-4%,2%
COCCN(CC(N)=O)S(=O)(=O)c1ccc(F)c(F)c1,1%,-1%
COc1ccc2c(c1)CCc1c(C(=O)Nc3cc(OC)c(Cl)cc3OC)noc1-2,-2%,32%[activator]
CCOC(=O)c1ccccc1NC(=O)n1ncc2cc(Cl)ccc21,10%,3%
COc1ccc(C(=O)/C=C/c2cn(CC(O)CN3CCc4ccccc43)c3ccccc23)cc1OC (stereo not drawn),?,?
Cc1cccc(C)c1NC(=O)c1ccc2c(c1)N(Cc1cccc(Cl)c1)C(=O)c1ccccc1S2=O (stereo not drawn),6%,-13%
CC1CCCCN1S(=O)(=O)c1ccc2[nH]c(=O)cc(C(=O)NCCc3ccc(Cl)cc3)c2c1 (stereo not drawn),7%,-11%
CCOC(=O)C(NC(=O)C1CC1c1cccc(C)c1)C(=O)OCC (stereo not drawn),3%,1%
O=C(Nc1ncc(Cc2ccc(F)cc2)s1)c1ccc2c(c1)CC(c1ccccc1)OC2=O (stereo not drawn),-3%,0%
CCc1cccc2c(C(=O)COC(=O)c3ccc(C)s3)c[nH]c12,-8%,-7%
CCc1ccc(-n2nnc(-c3nc(-c4ccccc4)no3)c2C)cc1,-9%,3%

# Some of the entries above, set out differently.
Structure | UDG counter | AID inh
COc1ccc(/C=C/c2nc(C#N)c(N3CCN(c4ccccc4)CC3)o2)cc1OC | -6% | -10%
CCOC(=O)c1ccccc1NC(=O)Cn1ncc2c1-c1ccccc1OC2 | ? | 16%

# Continued.
SMILES,UDG counter,AID inh
N#Cc1nc(COc2ccccc2F)oc1NCc1ccc2c(c1)OCO2,3%,46%[activator]
Cc1cccc(C)c1NC(=O)c1oc2c(c1C)-c1nn(Cc3ccccc3)cc1CC2,-8%[57.5 µM],12%
CCCNC(=O)C(C)NC(=O)c1cc(F)cc2nc(C)c(C)nc12 (stereo not drawn),3%,1%
COc1ccc2c(c1)CCc1c(C(=O)Nc3c(C)nn(Cc4ccc(Cl)cc4)c3C)noc1-2,-4%,12%
CCOc1cccc(C2c3[nH]c4ccccc4c3CCN2C(=O)c2ccccc2F)c1 (stereo not drawn),-11%[57.5 µM],?
CCOC(=O)c1cc(C2(O)CCOC(C)(C)C2)on1 (stereo not drawn),-5%,-3%
N#CCOc1ccc(NC(=O)c2n[nH]c(=O)c3ccccc23)cc1,-2%,-20%
CC(Oc1ccc(C(C)C)cc1)C(N)=O (stereo not drawn),-11%,-13%
CCC(Sc1nc2cc3c(cc2c(=O)n1CCCC(=O)NCc1ccc(OC)cc1)OCO3)C(=O)NCCCOC (stereo not drawn),-1%,11%
Cc1cccc(NS(=O)(=O)c2ccc(C)c(C(=O)NCC(c3ccccc3)N(C)C)c2)c1 (stereo not drawn),3%,-12%
COC(=O)c1ccc([C@H]2Nc3ccc(S(=O)(=O)Nc4cccc(C)c4)cc3[C@H]3C=CC[C@H]32)cc1,4%,106%[activator]
CCCCOc1ccc(NC(=O)CCC)c2cccnc12,-1%,-3%
Cc1cc(SCC(=O)Nc2c(F)cccc2F)nc2ccccc12,-6%,-7%
C=C(C)COc1ccc2c(C)c(CCC(=O)NC3CC3)c(=O)oc2c1,-4%,-10%
CCC(Oc1ccc(F)cc1)C(=O)Nc1cc(C(C)(C)C)on1 (stereo not drawn),-2%,-3%
Cc1ccc(Cn2ccnc2SCC(=O)Nc2ccccc2C(F)(F)F)cc1,-8%,-20%
CCc1cccc(NC(=O)Cn2ncc3c([nH]c4ccc(C)cc43)c2=O)c1,33%[activator],2%
COc1cc(/C=N/OCCOc2ccc(C#N)cc2)cc(Cl)c1OC,-5%,-11%
CCN(CC)/C(=N\S(=O)(=O)c1ccc(C)cc1C)c1ccccc1,-5%,-12%
Cc1nc(-c2ccc(Cl)cc2)sc1CCNC(=O)c1ccc(C(F)(F)F)cc1,21%,-4%
Clc1ccc2nc(-c3cccc(Br)c3)cn2c1,0%,-15%
CN(C)c1nc(OCC#N)nc(N2CCOCC2)n1,2%,-4%
COc1ccccc1N1CCN(S(=O)(=O)c2c(C)sc3ncn(CC(=O)Nc4ccc(C)cc4Br)c(=O)c23)CC1,16%,12%
CC(NC(=O)c1cc2ccccn2n1)c1ccccc1 (stereo not drawn),16%,0%
Cc1ccc(-c2cnc(CCC(=O)N(CCC#N)Cc3ccco3)o2)cc1,0%,-7%
CN1CCN(c2oc(-c3ccccc3F)nc2C#N)CC1,1%,-4%
CCc1ccccc1NC(=O)c1sc(-n2nc(C)c(Cl)c2C)nc1C,-11%,4%
COc1cccc(-c2cc(C(=O)NCCc3cccs3)[nH]n2)c1,3%,-6%
Cc1ccc(O)c(NC(=O)c2cc(-c3ccc(F)cc3)on2)c1,-17%,14%
COc1cc(OC)c(Nc2c3c(nc4nc(-c5cccs5)nn24)CCCC3)cc1Cl,3%,4%
COc1ccc(NC(=O)c2sc3nc(C)c(C(=O)Nc4ccc(C)cc4C)c(-c4cccs4)c3c2N)cc1,-4%,34%[activator]
CC(=O)c1ccc(NC(=O)c2nc(-c3ccccc3)n(-c3ccccc3Cl)n2)cc1,25%,-25%
Cc1ccccc1OCc1ccc(-c2nc(C#N)c(N3CCC(C(N)=O)CC3)o2)o1,0%,-13%
Cc1ccc2onc(CC(=O)N3CCN(c4ccccc4F)CC3)c2c1,5%,-6%
COc1ccc(C2Oc3nc(SC)nnc3-c3ccccc3N2C(C)=O)cc1 (stereo not drawn),0%,-9%
Cc1c(Cl)cccc1NC(=O)CN1C(=O)COc2ccc(S(=O)(=O)N3CCCCCC3)cc21,7%,5%
CCN(CC)CCOC(=O)c1ccc(NC(=O)c2nn(-c3ccc(C)cc3)c(=O)c3c2c2ccccc2n3C)cc1,-11%,14%
CCOC(=O)c1ccc(NC(=O)CSc2ncnc3c(-c4ccc(OC)cc4)c[nH]c23)cc1,23%,-18%
CCOc1ccc(NS(=O)(=O)c2cccc(C(=O)Nc3ccc4oc(C)nc4c3)c2)cc1,3%,18%
CCN(CC1CCOC1)C(=O)Cn1nc(C)c2ccccc2c1=O (stereo not drawn),7%,-3%
COc1ccc(NC(=O)CSC2=Nc3ccccc3C3=NC(CCC(=O)NCc4ccc(F)cc4)C(=O)N23)cc1Cl (stereo not drawn),-1%,16%
CC(C)C(NC(=O)c1ccccc1I)c1ccc(F)cc1 (stereo not drawn),1%,-9%
Cc1ccc(NC(=O)C(C)Sc2ccc(C)cc2C)cc1 (stereo not drawn),-3%,-10%
Cc1cc(C)c(OCC(=O)Nc2cccc(-c3nc4ncccc4o3)c2)c(Br)c1,-2%&0%,-1%&-24%
COc1cc(NC(=O)Cn2c(C)cc3ccccc3c2=O)cc(OC)c1OC,-23%,-11%

# Record cards (already shown):
# Cc1ccc(C(=O)NNC(=S)NC(=O)c2ccc(C(C)(C)C)cc2)cc1 is listed as UDG counter: 0%; AID inh: -20%
# COc1ccc(C(=O)NCC(c2ccc3c(c2)OCO3)N2CCN(C)CC2)cc1 (stereo not drawn) is listed as UDG counter: 10%; AID inh: 6%

# (listing goes on)
SMILES,UDG counter,AID inh
C#CC(C)(CC)NC(=O)Cn1nnc(-c2ccc(OCc3c(F)cccc3Cl)cc2)n1 (stereo not drawn),-13%,?
C#CC(CC)(CC)NC(=O)C1CC(C)=C(C)CC1C(=O)O (stereo not drawn),-5%,-5%
COc1ccc(NC(=O)C(C(=O)Nc2ccc(OC)cc2)C23CC4CC(CC(C4)C2)C3)cc1,-16%,-17%
COc1ccc2cc3c(N)nn(C(=O)c4ccc(OC)c(OC)c4)c3nc2c1,7%,2%
Cc1[nH]c2ccccc2c1C,-3%,-5%
CCOc1c(Br)cc(/C=C2/NC(=O)NC2=O)cc1Br,-3%,-2%
Cc1nn(CC(=O)NCc2ccc(F)cc2)c2ccccc12,6%,1%
O=S(=O)(c1cccc(C(F)(F)F)c1)n1c(/C=C/c2ccccc2)nc2ccccc21,-10%,?
N#Cc1ccc(/C=C/C(=O)N(Cc2ccc(C(F)(F)F)cc2)C2CC2)cc1,-9%,-18%
CCc1cccc(NC(=O)Cn2c(=O)n(CC(=O)NCCc3ccccc3)c(=O)c3ccccc32)c1,-1%,8%
COC(=O)CNC(=O)/C=C/c1ccc(C#N)cc1,-13%,-15%
COc1ccc(CNS(=O)(=O)c2ccc(F)c(C(=O)Nc3c(C)cc(C)cc3C)c2)cc1,17%,17%
O=C(Nc1ccccc1)Nc1nnc(SCC(=O)N2CCCCC2)s1,-2%,-4%
COc1cccc(C(=O)Nc2oc3ccc(Cl)cc3c(=O)c2-c2ccccc2)c1,3%,8%
COc1ccc(C)cc1Nc1c2c(nc3nc(-c4cccs4)nn13)CCCC2,14%,0%

# Some of these compounds in order of formula weight, descending.
SMILES,UDG counter,AID inh
COc1ccc(NC(=O)C(C(=O)Nc2ccc(OC)cc2)C23CC4CC(CC(C4)C2)C3)cc1,-16%,-17%
COc1ccc(C)cc1Nc1c2c(nc3nc(-c4cccs4)nn13)CCCC2,14%,0%
COC(=O)CNC(=O)/C=C/c1ccc(C#N)cc1,-13%,-15%

# Another view of some results above.
compound	UDG counter	AID inh
COc1ccc(OC)c2sc(N(Cc3cccnc3)C(=O)c3ccco3)nc12	-4%	?
CCCCOc1ccc(NC(=O)CCC)c2cccnc12	-1%	-3%
CC(C)(C)C(=O)Nc1cccc(C(=O)Oc2ccccc2C#N)c1	-4%	2%
Cc1cccc(NS(=O)(=O)c2ccc(C)c(C(=O)NCC(c3ccccc3)N(C)C)c2)c1 (stereo not drawn)	3%	-12%

# Further compounds
SMILES,UDG counter,AID inh
Cc1cc2oc(C(=O)Nc3ccc(S(=O)(=O)N4CCCCCC4)cc3)cc(=O)c2cc1C,9%,20%
Clc1ccc(CSc2nncn3c2cc2occc23)cc1,-11%,-5%
Cc1nc(Oc2ccc3ccc(=O)oc3c2)c2c3c(sc2n1)CC(C)CC3 (stereo not drawn),-5%,-9%
CC(C)(C)c1ccc2c(c1)OCCOCCOCCO2,6%,1%
Cc1[nH]c2ccccc2c1C(=O)C(=O)NCC(=O)N(C)C,3%,1%
N#CCCNc1ccc2c(c1)OCCO2,5%,4%
CCOc1ccc(CCNC(=O)C2CCN(C(=O)N3CC(CC)Oc4ccccc43)CC2)cc1 (stereo not drawn),5%[57.5 µM],0%
COc1ccc(-c2nc(SCCOc3ccccc3Cl)n3[nH]c(=O)cc3n2)cc1,?,-4%
CCCCOc1ccc(C(=O)OCC(=O)c2cccs2)cc1,4%,27%
CCCCNC(=O)NC(c1ccccc1)c1ccccn1 (stereo not drawn),-1%,7%
COc1ccccc1CNC(=O)c1cc2cccc3c2n1CCS3,30%,?
CC(C)c1ccc(Nc2ncnc3c2nc2n3CCCC2)cc1,-5%,-25%
COc1ccc(C2C(=O)N(C3CCCCC3)CC(=O)N2C2CCCCC2)cc1 (stereo not drawn),-4%,6%
CNC(=O)NC(=O)C(C)Sc1ncc(-c2ccc(F)cc2)n1CC(C)C (stereo not drawn),2%,-6%
Cc1ccc(S(=O)(=O)Nc2nc3ccccc3nc2Nc2cccc(C(=O)O)c2)cc1C,2%,-11%
C[C@H](NC(=O)Cn1ccc2cc(OCc3ccccc3)ccc21)C(=O)O,-4%,7%
COc1cc(C(=O)Nc2ccc3oc(C)nc3c2)cc(OC)c1Br,-5%,7%
COc1ccc(Cl)cc1C(=O)Nc1ccc(C(C)(C)C)cc1,4%,-1%
O=C(Nc1cccc(O)c1)c1noc2c1CCc1ccccc1-2,13%,-8%
COc1ccc(OCCCN)cc1,-2%,-11%
COC(=O)CCn1cnc2onc(-c3cc(F)cc(F)c3)c2c1=O,1%,-7%

# Screening data from PubChem BioAssay.
